GALK inhibitor = inhibitors of human galactokinase | hit rate 0.007% among 270,000 | Potency, µM (series often up to 57.5 µM), without a hit: at the top dose activity change, negative = inhibition, actives largely listed as inhibitors | P51570 | Purified GALK, Kinase-Glo residual ATP luminescence; further: potency means the concentration at half of the fitted maximal effect; on the % scale 0 is the no-effect control and ±100 the full control effect
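Kinase-Glo Plus luminescence measured ATP left after a 1 h room-temperature reaction. The reaction used 5 nM GALK, 100 uM galactose and 35 uM ATP at pH 8.0 (20 mM HEPES, 5 mM MgCl2, 60 mM NaCl, 1 mM DTT, 0.01% BSA).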
FBPA coupling cs = coupling enzyme interference in Giardia aldolase counter-screen; hit rate 0.67% among 290,000; activity change, negative = inhibition, % at 58.2 µM, hits read low; coupling enzyme system counterscreen, AmpLite Red fluorescence; AID 2472; in the data active means activity change below about -30%; further: on the % scale 0 is the no-effect control and ±100 the full control effect
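Coupling enzymes only (glyceraldehyde-3-phosphate) + compound, at 57.5 uM final, 10 min RT; add substrate/coupling/AmpLite Red mix, 20 min RT; fluorescence ex 525/em 598 nm. Actives flag coupling-system interference.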
AT treatment = candidate therapy for ataxia-telangiectasia; […] A-T fibroblasts, KAP-1 phosphorylation AlphaLISA; neocarzinostatin DNA damage 30 min before lysis; Potency, µM (top dose mostly 57.5 µM), without a hit: at the top dose activation, usual class: activators; hit rate 0.19% among 320,000; AID 485349; further: potency means the concentration at half of the fitted maximal effect; % of control where 0% means no effect; nearly all actives have a fitted effect of over 45% in size
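hTERT-immortalized A-T patient fibroblasts ([…]), 500 cells/well in OPTI-MEM, 1% FBS, got compounds for 60 min, then NCS for 30 min at 37C. Lysates were then assayed for phospho-KAP-1 by AlphaLISA (anti-pKAP1 donor, anti-KAP1 acceptor beads), 6 hr at 25C.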
MLL CXXC-DNA inh = blocks binding of human MLL CXXC domain to DNA | hit rate 0.037% among 290,000 | MLL-CXXC / FITC-HOXA9 DNA fluorescence polarization | Q03164 | Potency, µM (highest dose often 115 µM), without a hit: at the highest dose activity change, negative = inhibition, usual class: inhibitors | AID 2662; active means well fitted inhibition curve with a large enough effect in the polarisation, with a control signal flat, not every such curve was filed as active; inconclusive means small, poorly fitted or top-dose-only effect, or effect the other way, or a change in a side signal; inactive means no such curve, though single readings can be large or run the other way; the % refers to the polarisation; further: potency means the concentration at half of the fitted maximal effect
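Steps: dispense CXXC domain solution (7 uM) → pin compounds or unlabeled HOX-A9 DNA control → 5 min ambient → add FLSN-HOX-A9 solution (50 nM) → spin → 30 min ambient → fluorescence polarization. Tris pH 7.5/NaCl/DTT/BSA buffer.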
KCNH2 3.1 block = inhibitors of human KCNH2 3.1 potassium channel isoform; U2OS KCNH2 3.1, thallium flux FluxOr; stronger effect = lower value; activity change, % (tested at about 1.8 µM); hit rate 0.95% among 340,000; AID 720553;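 active means maximum activity change below -70%; inconclusive means maximum activity change from -70% to -50%; inactive means maximum activity change above -50%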;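 further: thallium influx rate constant from kinetic fluorescence after stimulation buffer; on the % scale 0 is the no-effect control and ±100 the full control effect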
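We transduce U2OS cells with the mutant 3.1 virus, culture them overnight, load FluxOr with Red40 quencher for 45 min, then add stimulation buffer and read kinetically for 2 min to derive a normalized rate constant.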
Integrin act MD = activates integrin-mediated alleviation for muscular dystrophy; alpha7betagal myoblasts, beta-gal FDG fluorescence, 48 h; Potency, µM (highest dose often 38.3 µM), for the others: top-dose activation, most hits filed as activators; hit rate 0.064% among 350,000;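 further: potency means the concentration at half of the fitted maximal effect; 100% = response of the positive control SU9516; nearly all actives have a fitted effect of over 60% in size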
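alpha7betagal+/- myoblasts (passage 13, 250/well) treated 48 h at 37C with compounds at 1:260 dilution of DMSO stock. Lysed, then beta-galactosidase activity read as FDG fluorescence (ex 480/em 540) after 30 min, with pre-read for autofluorescence.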
ASM inhibitor = human S-ASM enzyme inhibition | P17405 | placental ASM, HMU-PC fluorogenic substrate, 60 min | Potency, µM (series often up to 57.5 µM), for the others: at the top dose activity change, negative = inhibition, usual class: inhibitors | hit rate 0.006% among 340,000 | AID 504937; further: potency means the concentration at half of the fitted maximal effect
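Human placenta-derived ASM enzyme was preincubated with compound for 10 minutes at room temperature, then given fluorogenic substrate HMU-PC0 (9 uM final) for 60 minutes at 37 °C; a pH 10 stop preceded fluorescence reading at Ex 386/Em 447 nm.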
hERG WT inh = KCNH2 (human, wildtype) channel inhibition; Q12809; AID 720551; U2OS, BacMam KCNH2, thallium flux FluxOr; stronger effect = lower value; activity change, % at 1.84 µM; hit rate 0.37% among 340,000;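 active means maximum activity change below -70%; inconclusive means maximum activity change between -70% and -50%; inactive means maximum activity change above -50%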; further: on the % scale 0 is the no-effect control and ±100 the full control effect
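U2OS cells transduced with wild-type KCNH2 virus are loaded with FluxOr dye for 45 min, and thallium flux is measured in kinetic reads before and after stimulation buffer. Rate constants are normalized to DMSO controls.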
TRPV1 agonist = human TRPV1 agonism | Q8NER1 | TRPV1-expressing cells, Fluo-8 calcium influx, agonist mode | activation, % at 8.33 µM | hit rate 0.19% among 320,000; in the data active means activation above about 80%; inconclusive means between about 30% and that limit; further: 0% is about no effect
Target sequence (Q8NER1 whole entry, looked up): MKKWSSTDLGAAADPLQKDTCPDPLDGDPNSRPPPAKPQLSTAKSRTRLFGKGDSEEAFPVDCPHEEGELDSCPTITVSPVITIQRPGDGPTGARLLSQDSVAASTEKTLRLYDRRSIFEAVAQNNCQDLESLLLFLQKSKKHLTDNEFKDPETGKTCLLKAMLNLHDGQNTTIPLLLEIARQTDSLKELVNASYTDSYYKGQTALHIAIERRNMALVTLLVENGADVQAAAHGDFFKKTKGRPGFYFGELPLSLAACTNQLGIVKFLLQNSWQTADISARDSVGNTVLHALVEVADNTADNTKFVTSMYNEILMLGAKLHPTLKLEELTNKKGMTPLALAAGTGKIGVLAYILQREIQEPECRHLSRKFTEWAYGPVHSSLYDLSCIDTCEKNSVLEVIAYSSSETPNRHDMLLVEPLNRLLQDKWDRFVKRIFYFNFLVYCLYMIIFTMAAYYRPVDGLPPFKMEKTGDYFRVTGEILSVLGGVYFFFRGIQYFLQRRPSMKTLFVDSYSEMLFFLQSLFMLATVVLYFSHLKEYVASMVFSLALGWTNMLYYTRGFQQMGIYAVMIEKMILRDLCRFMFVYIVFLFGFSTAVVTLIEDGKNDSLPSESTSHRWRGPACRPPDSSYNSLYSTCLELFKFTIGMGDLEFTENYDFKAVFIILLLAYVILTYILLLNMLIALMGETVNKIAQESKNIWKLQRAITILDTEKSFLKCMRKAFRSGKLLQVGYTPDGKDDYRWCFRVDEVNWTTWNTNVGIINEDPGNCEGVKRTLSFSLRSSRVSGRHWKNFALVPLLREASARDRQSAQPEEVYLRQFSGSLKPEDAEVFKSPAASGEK
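Cells expressing TRPV1 were dye-loaded with Fluo-8 and read kinetically: 10 s baseline, 3 min after compound (agonist portion), then 2 min after EC20 capsaicin (allosteric enhancer portion). Calcium-bound dye fluorescence at 480/520 nm.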
MBNL1 CUG block = MBNL1-poly(CUG) RNA binding inhibition | hit rate 0.036% among 280,000 | Q9NR56 | TR-FRET MBNL1-His/biotin-(CUG)12 binding, 665/545 ratio | Potency, µM (titrated, usually from 57.5 µM), without a hit: at the top dose activity change, negative = inhibition, usual class: inhibitors | AID 2675; active means well fitted inhibition curve with a large enough effect in the signal ratio, with a control signal flat, not every such curve was filed as active; inconclusive means small, poorly fitted or top-dose-only effect, or effect the other way, or a change in a side signal; inactive means no such curve, though single readings can be large or run the other way; the % refers to the signal ratio; further: potency means the concentration at half of the fitted maximal effect; on the % scale 0 is the no-effect control and ±100 the full control effect
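Compound titration spanned 92 nM–58 uM against the MBNL1-His/biotin-(CUG)12 complex. After 60 min at room temperature with 5 nM streptavidin-XL665 and 0.055 ng/ul terbium anti-His, ratiometric 665/545 nm emission (Ex 340 nm) normalized to controls.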
* = called active by the depositor; ? = inconclusive; nt = no result given; & = joins results of further samples; [ ] = dose if it differs, or a comment. Unless noted, the call rests on the fitted dose curve; in most records, active means well fitted curve in the direction sought with a large enough effect; inconclusive means small, poorly fitted or top-dose-only effect, or another doubt; inactive means no such curve, though single readings can be large; an effect the other way counts as inactive or inconclusive.

SMILES	GALK inhibitor	FBPA coupling cs	AT treatment	MLL CXXC-DNA inh	KCNH2 3.1 block	Integrin act MD	ASM inhibitor	hERG WT inh	TRPV1 agonist	MBNL1 CUG block
OC1CCN(c2c3c(nc4cc(-c5cccc(F)c5)nn24)CCCC3)CC1	-0.6%	1.9	12.2%	3.6%	1.8	-14.3%	-0.7%	7.3	20.9	?
CCCSc1nc(SCC(=O)NCc2ccccc2)c2c3c(sc2n1)COC(C)(CC)C3 (stereo not given)	2.5%	2.0	5.0%	9.6%	1.8	-2.2%	-8.7%	-36.6	13.1	4.3%
Cc1cccn2c(=O)nc(SCC(=O)NCc3ccccc3Cl)nc12	nt	nt	5.3%	nt	3.4	0.8%	3.2%	-3.8	-2.7	nt
O=C1COc2ccc(C(=O)CSc3nnc(Cc4ccccc4)o3)cc2N1	nt	nt	8.0%	nt	1.2	8.1%	-0.8%	0.2	?	nt
Cn1ncc([N+](=O)[O-])c1C(=O)N1CCOCC1	nt	1.5	1.4%	-8.2%	9.7	1.7%	2.0%	-2.1	0.7	-3.9%
Cc1ccccc1NC(=O)c1c(O)c2cccc3c2n(c1=O)CC3	2.2%	4.3	10.4%	3.1%	nt	nt	nt	nt	-0.7	14.5%
Cc1cc(C)n2nc(C(=O)Nc3ccc4c(c3)OCO4)cc2n1	0.7%	-11.4	-1.3%	9.4%	-3.2	11.5%	-1.4%	8.9	-1.7	0.4%
COc1ccc(/C=N/NC(=O)CNC(=O)c2ccncc2)cc1OC	2.1%	-1.5	-1.9%	5.7%	-4.3	-25.1%	0.5%	5.8	0.8	?
CCCCCCn1c(N2CCN(c3ccccc3)CC2)nc2c1c(=O)[nH]c(=O)n2C	-3.5%	-0.5	nt	-0.2%	?	12.4%	-23.1%	-25.0	2.8	?
Cc1noc(C)c1S(=O)(=O)Nc1ccc(C(=O)NC2CCCCCC2)cc1	1.9%	0.4	-4.2%	-7.1%	0.6	9.9%	-1.8%	-5.2	-4.7	-1.4%
O=C(OCc1nc(-c2ccccc2)oc1COC(=O)c1ccco1)c1ccco1	-1.8%	-0.4	7.8%	7.6%	-22.4	8.7%	-0.3%	-12.0	17.9	-1.7%
O=C(Cn1cc([N+](=O)[O-])ccc1=O)Nc1ccc2c(c1)OCO2	nt	nt	-1.8%	nt	8.3	12.5%	3.4%	-18.0	-0.7	nt
COc1cccc(C2C(C#N)=C(N)N(N(C)C)C3=C2C(=O)CCC3)c1OC (stereo not given)	-0.7%	0.0	-3.6%	36.5%[activator]	0.1	-2.5%	3.1%	-2.9	-0.6	2.2%
Cc1ccc(S(=O)(=O)NC(CC(C)C)C(=O)N2CCCCCCC2)cc1 (stereo not given)	nt	nt	5.8%	nt	15.3	4.8%	-0.1%	-5.3	?	nt
O=C1NC(=Nc2ccccc2)SC1Cc1cccc(Cl)c1Cl (stereo not given)	0.6%	4.1	-6.6%	-1.3%	-27.9	8.3%	-1.2%	-2.9	21.0	2.2%
COc1ccc(/C=N/NC(=O)c2cccc(NC(=O)c3ccccc3Cl)c2)cc1OC	-2.1%	5.5	-2.3%	5.6%	7.7	-20.0%	-6.6%	2.5	1.7	13.4%
CCc1cc(=O)oc2cc(C)cc(OCC(=O)N3CCC(C(=O)O)CC3)c12	nt	0.8	7.3%	3.8%	-6.1	3.4%	2.9%	-0.4	1.8	3.7%
CC1CCN(C(=O)COC(=O)Cc2c[nH]c3ccccc23)CC1	-7.6%	1.4	11.6%	3.4%	11.3	10.1%	-2.9%	9.4	3.5	-2.4%
Cc1cc(C)c(C)c(OCCNCc2ccccc2)c1	7.6%	-2.6	8.6%	4.9%	-4.2	-35.2%	0.1%	3.1	4.3	8.1%
C=CCn1c(SCC(=O)Nc2ccccc2C)nc(O)cc1=O	0.6%	-0.9	3.8%	34.4%[activator]	17.1	5.6%	-0.9%	-2.8	-4.3	-5.9%
COC(=O)c1cn(C(=O)c2cc(OC)c(OC)c(OC)c2)c2ccccc12	7.2%	-1.5	15.8%	2.7%	-3.4	13.6%	-11.0%	10.0	-6.0	1.1%
O=C(CN1CCC(O)(c2ccccc2)CC1)Nc1ccc2c(c1)OCCO2	10.9%	2.8	6.3%	4.2%	-5.3	-14.7%	2.2%	4.8	-5.3	0.6%
CCOC(=O)N1CCC(N2Cc3cccc(C(=O)Nc4cccc(F)c4)c3C2=O)CC1	-0.9%	-0.8	6.2%	14.4%	-24.4	-30.8%	-2.1%	12.9	2.5	-0.7%
FC(F)(F)c1ccccc1NC(=S)NC1CCN(Cc2ccccc2)CC1	-2.0%	-0.7	0.7%	-2.2%	-4.0	-33.0%	1.1%	3.7	2.9	-5.8%
O=[N+]([O-])c1nn(-c2ccccc2)n(O)c1=NC1CCN(Cc2ccccc2)CC1	-1.3%	-4.2	3.6%	5.3%	12.5	-11.6%	-0.9%	20.4	3.6	?

More entries follow:
SMILES	GALK inhibitor	FBPA coupling cs	AT treatment	MLL CXXC-DNA inh	KCNH2 3.1 block	Integrin act MD	ASM inhibitor	hERG WT inh	TRPV1 agonist	MBNL1 CUG block
CC(C)N(Cc1ccccc1)C(=O)COC(=O)c1ccc(O)cc1	nt	nt	7.1%	nt	9.2	?	5.0%	0.2	14.1	nt
Cc1cccc2cc(C#N)c(N3CCCC3)nc12	0.5%	0.4	10.0%	-12.8%	1.4	-13.7%	208.5%[activator]	-5.0	3.7	6.1%
Cc1ccc(NC(=O)C2CCN(S(=O)(=O)c3ccc(N4CCCC4=O)cc3)CC2)cc1Cl	1.1%	nt	5.4%	7.8%	-1.2	0.0%	-2.1%	5.5	-0.3	-0.8%
COc1ccccc1OCc1ccc(C(=O)N/N=C/c2ccco2)cc1	nt	4.1	1.4%	-1.6%	-0.4	12.2%	-0.3%	5.1	?	3.8%[11.5 µM]
Cc1cc(NC(=O)CCC(=O)N(CC(=O)NCC2CCCO2)c2cccc(F)c2)no1 (stereo not given)	-0.6%	-0.9	7.6%	-1.7%	-0.9	?	-0.9%	-28.1	2.7	-0.2%
COC(=O)c1ccc(CON2C(=O)c3ccccc3C2=O)cc1	0.9%	4.3	nt	-14.7%	-4.8	-2.6%	4.5%	-4.2	?	-8.4%
O=C1CC(c2ccc(O)c(O)c2)Oc2cc(O)cc(O)c21 (stereo not given)	-1.1%	-1.8&-2.3	2.7%	6.3%	-2.2	-9.2%	0.7%	-12.3	-4.7	-7.6%
COC(=O)CSC(=S)N1C(C)CCCC1C (stereo not given)	-0.8%	-0.7	4.7%	-6.5%	-4.9	25.1%	-4.1%	22.7	10.1	-0.6%
CN(C)c1ccc(NC(=O)/C=C/c2c(Cl)cccc2Cl)cc1	-0.6%	-1.4	-7.9%	11.4%	-4.2	10.0%	-6.3%	9.8	1.8	?
CC1(c2ccc(Cl)cc2Cl)OCC(Cn2ccnc2)O1 (stereo not given)	2.1%	4.1	0.4%	-3.9%	1.7	-10.4%	-1.2%	-6.0	-1.9	-5.2%
CC(=O)Nc1ccc(NS(=O)(=O)c2ccc(C)cc2)cc1[N+](=O)[O-]	-1.6%	1.5	-2.3%	-3.4%	-4.8	4.7%	0.0%	11.4	-3.9	?
Nc1nnc(-c2cccc([N+](=O)[O-])c2)s1	-2.8%	-2.3	-3.4%	-0.4%	-5.9	-21.4%	-2.7%	-2.3	-1.5	?
CCN(CC(=O)Nc1c(F)cccc1F)C(=O)CN1C(=O)c2ccccc2C1=O	nt	nt	4.1%	nt	-1.0	30.6%	1.5%	24.8	-2.9	nt
c1ccc(CN(Cc2ccccc2)c2c3c(nc4ncnn24)CCC3)cc1	1.2%	5.0	12.3%	17.2%	-15.5	6.0%	-1.8%	1.0	6.8	2.8%
COCCNC(=O)COC(=O)c1cccnc1SC	0.9%	-0.1	-7.3%	1.8%	7.8	6.2%	3.0%	-1.4	-2.1	-6.3%

Bioassay records as filed in PubChem.
